NOD2 inhibition: NOD2 signaling inhibitors, cell-based, luminescence, uHTS, HEK293 (AID 1566); 290,000 compounds, 0.63% hits; HEK293 NOD2/NF-kB luciferase reporter, luminescence; higher % means a stronger effect; inhibition, % at 4 µM, or EC50 in µM where a hit was titrated; further: many of its hits are not listed in these tables
M1AAP inhibition: P. falciparum M1AAP inhibitors, biochemical, fluorogenic H-Leu-NHMec substrate, 1536-well (AID 1445); Aminopeptidase N (Plasmodium falciparum (isolate 3D7)); recombinant M1AAP, H-Leu-NHMec fluorogenic kinetic assay; higher % means a stronger effect; inhibition, % at 30 µM; hits with a dose series show IC50 in µM; 220,000 compounds, 0.42% hits;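 active means primary inhibition above the hit cutoff, then over 50% inhibition at one or more dose response concentrations, cut at about 23% in these data, passing the limit was not always enough; inconclusive means conflicting primary data, or primary hits not chosen for dose response; inactive means low primary inhibition, or under 50% at every dose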;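 further: plate controls were DMSO full reaction for no effect and no enzyme background for full effect; strong numbers were not always called active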
KOR beta-arrestin-1: KOR agonists, beta-arrestin recruitment, primary screen, cell-based, luminescence, uHTS (AID 1777). KOR beta-arrestin recruitment, luminescence; higher % means a stronger effect. activation, % at 10 µM; hits with a dose series show EC50 in µM. Kappa-type opioid receptor (Homo sapiens). 280,000 compounds, 0.02% hits; in the data active means activation above about 50%, passing the limit was not always enough; further: a part of the inactive calls stands beside numbers as strong as those of hits
M17LAP inhibition: P. falciparum M17LAP inhibitors, primary screen, biochemical, fluorogenic H-Leu-NHMec substrate, 1536-well (AID 1619); Leucine aminopeptidase (Plasmodium falciparum (isolate 3D7)); recombinant M17LAP, H-Leu-NHMec fluorogenic kinetic assay; higher % means a stronger effect; 220,000 compounds, 0.38% hits; one-dose inhibition, % at 30 µM; IC50 in µM for titrated hits;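 active means compound inhibiting the enzyme by more than half at any dose during confirmatory dose-response retesting; inconclusive means strong single-dose inhibitors picked by rank but not retested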;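 further: plate controls were full reaction with DMSO carrier for no effect and no enzyme background for full effect; strong numbers were not always called active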
NOD1 inhibition: NOD1 signaling inhibitors, primary screen, cell-based, luminescence, uHTS (AID 1578) | 290,000 compounds, 1% hits | inhibition, % at 4 µM; hits with a dose series show EC50 in µM | NOD1-driven NF-kB luciferase reporter cells, luminescence; higher % means a stronger effect; in the data active means inhibition mostly above about 36%, no sharp cut-off; inactive means mostly below about 34%;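 further: HEK-293T reporter cells stimulated with the NOD1 agonist gamma-tri-DAP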
AID2073: inhibitors of Mint1-CaV2.2 protein interaction, biochemical, HTRF (AID 2073) | HTRF protein-protein interaction, Mint1-CaV2.2; higher % means a stronger effect | one-dose inhibition, % at 20 µM; IC50 in µM for titrated hits | Voltage-dependent N-type calcium channel subunit alpha-1B (Homo sapiens) | 290,000 compounds, 0.19% hits; in the data active means inhibition mostly above about 51%, no sharp cut-off; inconclusive means no clear call, values can overlap the other calls; inactive means mostly below about 53%; further: some results filed as inactive read as strong as hits
KOR beta-arrestin-2: KOR antagonists, beta-arrestin recruitment, cell-based, luminescence, uHTS (AID 1778) | Kappa-type opioid receptor (Homo sapiens) | KOR beta-arrestin recruitment, luminescence, antagonist mode; higher % means a stronger effect | inhibition, % at 10 µM; hits with a dose series show IC50 in µM | 290,000 compounds, 0.091% hits; further: strong numbers were not always called active
Dynein cargo inh: inhibitors of GR-EGFP nuclear translocation, primary screen, dynein cargo transport inhibitor project, imaging, high-content, 3617.4 mouse cells. test concentration mostly 20 µM; stimulated with dexamethasone, 1 µM; active compounds read low. z-score, hits read low. 220,000 compounds, 0.47% hits. AID 1381, 2008;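 active means plate z-score of nuclear minus cytoplasmic receptor signal below a set negative limit, without overly bright fluorescence or cell loss, cut at about -3.5 in these data, passing the limit was not always enough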;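 further: z-score of nuclear minus cytoplasmic ring GR-EGFP intensity difference per well; some compounds called inactive have numbers as strong as hits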
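Buffer or medium: Induction medium lacking tetracycline, stripped serum | Also added: Dexamethasone agonist, 1.0 µM final, for 30 min | Timing: 48 h induction, 1 h compound, 30 min dex at 37 °C | Detection: Formaldehyde fixation, Hoechst nuclear stain, 10x automated fluorescence imaging | Measure: Nuclear versus cytoplasmic GR-EGFP signal, averaged per well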
GPR55 beta-arrestin: GPR55 agonists via beta-arrestin recruitment, primary screen, imaging, U2OS cells, beta-arrestin-GFP redistribution (AID 1961); activation, % at 10 µM, or EC50 in µM where a hit was titrated; U2OS GPR55 beta-arrestin-GFP redistribution imaging; higher % means a stronger effect; G-protein coupled receptor 55 (Homo sapiens); 290,000 compounds, 0.048% hits;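 active means activation above 40% with more than 50 cells counted in the well; inconclusive means wells holding fewer than 50 cells, flagged as toxic or sparse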;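 further: U2OS osteosarcoma cells stably expressing GPR55 and beta-arrestin-GFP; plate controls were DMSO negative control for no effect and LPI positive control for full effect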
Dynein cargo inh cytoplasmic EGFP: recorded beside Dynein cargo inh, whose call it bears; z-score; measured here: cytoplasmic GR-EGFP intensity; active compounds read high
Dynein cargo inh nuclear GR-EGFP: further read-out of Dynein cargo inh, marked with its call; z-score; measured here: nuclear GR-EGFP intensity;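 lower value marks the stronger effect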
Dynein cargo inh cell count: further read-out of Dynein cargo inh, marked with its call; z-score; measured here: cell count per field
Starred values were filed as active, the others as inactive; ? = inconclusive; / = no result given; [ ] = dose if it differs, or a comment. Unless noted, no stated cut-off is given here; in the data, active means inhibition above about 50%; inactive means the rest. This is a subset (hit frequency here may not be typical).

SMILES	NOD2 inhibition	M1AAP inhibition	KOR beta-arrestin-1	M17LAP inhibition	NOD1 inhibition	AID2073	KOR beta-arrestin-2	Dynein cargo inh	Dynein cargo inh cytoplasmic EGFP	Dynein cargo inh nuclear GR-EGFP	Dynein cargo inh cell count	GPR55 beta-arrestin
CN(C)c1ccc(/C=N/NC(=O)c2ccn(C)n2)cc1	-52%	11%	-3.0%	20%	-8%	?	12%	-0.51	-0.15	-0.24	0.23	-0.1%
Cc1ccc(C)c2[nH]c(=O)c(C(c3nnnn3C3CCCC3)N3CCOCC3)cc12 (stereo not drawn)	7%	10%	0.2%	-6%	2%	0%	-6%	-0.2	-0.33	-0.082	0.52	-0.2%
CCOC(=O)C1=C(C)N(c2ccccc2)C(=O)NC1c1cccc([N+](=O)[O-])c1 (stereo not drawn)	5%	0%	5.6%	-4%	-25%	0%	10%	-0.28	-0.26	0.016	0.5	-0.2%
O=c1cc[nH]c2cccc(Cc3ccccc3)c12	3%	6%	2.1%	8%	0%	6%	-22%	-0.11	-0.19	0.19	-0.48	-0.2%
CCCOC(=O)c1ccc(NC(=O)CCC(=O)OCC)cc1	13%	2%	2.1%	17%	12%	-11%	2%	2.8	0.26	2.1	-2.7	0.0%
O=C(Nc1ccc(COc2ccccc2)cc1)Nc1cccc(C(=O)O)c1	-54%	/	-0.8%	/	-9%	10%	-7%	/	/	/	/	0.3%
Cn1c(=O)n(Cc2ccc(F)cc2)c(=O)c2c1nc1n2CCCN1C1CCCCC1	15%	0%	-2.9%	-5%	12%	-2%	1%	-0.65	-0.21	-0.45	0.64	0.1%
CC(C)CCNC(=O)c1ccc(Cn2c(=S)[nH]c3ccccc3c2=O)cc1	14%	/	0.6%	/	-10%	-34%	-23%	/	/	/	/	0.0%
CCC(CO)n1c(=S)[nH]c2cc(OC)c(OC)cc2c1=O (stereo not drawn)	20%	14%	-4.4%	28%	-4%	-3%	7%	-0.22	-0.24	-0.02	-0.3	0.0%
Cn1c(CNC(=O)C2CCC(=O)N(CCc3cccc(F)c3)C2)nc2ccccc21 (stereo not drawn)	13%	/	-0.7%	/	-29%	2%	34%	/	/	/	/	-0.1%
O=C(CSc1nnc(NC(=O)c2ccco2)s1)NC1CCCCC1	0%	0%	-5.2%	-2%	-29%	7%	14%	-0.57	-0.11	-0.24	0.73	-0.1%
CCOC(=O)c1cccc(NC(=O)Cn2c(CC(=O)NC)nc3ccccc32)c1	8%	3%	/	4%	8%	-5%	/	-0.32	-0.06	-0.13	0.41	-0.2%
O=C(N/N=C\c1cc([N+](=O)[O-])ccc1N1CCOCC1)c1ccccn1	-10%	0%	-0.1%	1%	-39%	-14%	-16%	1.5	-0.16	1.1	-1.7	0.2%
CCn1nc(C)c(CN2CCC(n3nccc3NC(=O)c3ccc4c(c3)OCO4)CC2)c1C	-1%	/	-4.9%	/	-25%	6%	-5%	/	/	/	/	-0.1%
Cc1cc(=O)oc2cc(OCC(=O)N3CCCc4ccccc43)ccc12	17%	9%	0.5%	9%	-41%	11%	-6%	0.97	0.047	0.72	-0.23	0.0%
O=C(CSc1nncn1-c1cccnc1)N(c1ccccc1)c1ccccc1	-6%	-5%	-1.8%	2%	-37%	-2%	18%	2.1	0.0091	1.1	-2.1	-0.2%
CCC(=O)c1cc2c(C)cc(=O)oc2c(C)c1OC(=O)C(C)C	3%	8%	5.9%	4%	33%	0%	-32%	-0.75	0.78	-0.55	-0.076	-0.3%
Cc1cc(N=Nc2ccc(C)c(N=Nc3cc(C)c(N)cc3N)c2)c(N)cc1N	-139%	5%	1.0%	12%	-11%	38%	6%	-1.3	-0.12	-0.088	0.13	0.0%
Cc1ccc(OCc2cc(C(=O)NC(C)Cc3cccc(C)n3)no2)cn1 (stereo not drawn)	21%	/	0.1%	/	-5%	7%	-27%	/	/	/	/	0.0%
O=C(COC(=O)C1CCCO1)Nc1cccc(C(F)(F)F)c1 (stereo not drawn)	13%	1%	-3.3%	3%	-11%	-8%	27%	0.83	-0.19	0.75	0.081	-0.1%
CC(C)CCNC(=O)CCc1nnc2n(CCCOC(C)C)c(=O)c3ccccc3n12	3%	/	-4.2%	/	-2%	14%	4%	/	/	/	/	0.3%
COc1cccc(CN(C)C(=O)c2cc(-c3ccc(F)cc3)nc3ccccc23)c1	16%	/	-3.1%	/	-7%	-3%	7%	/	/	/	/	0.0%
CC(C)c1ccc(NC(=S)N2CCN(C)CC2)cc1	-16%	/	-2.1%	/	-40%	-15%	-10%	/	/	/	/	-0.1%
Cc1cccc(NS(=O)(=O)c2ccc(-n3cccn3)cc2)c1C	18%	/	-0.8%	/	1%	4%	12%	/	/	/	/	-0.1%
Cc1c(C2C(C#N)=C(N)N(c3ccccc3C#N)C3=C2C(=O)CCC3)cnn1C (stereo not drawn)	2%	8%	0.6%	-7%	0%	3%	/	0.27	-0.21	0.56	-0.69	1.1%
SMILES	NOD2 inhibition	M1AAP inhibition	KOR beta-arrestin-1	M17LAP inhibition	NOD1 inhibition	AID2073	KOR beta-arrestin-2	Dynein cargo inh	Dynein cargo inh cytoplasmic EGFP	Dynein cargo inh nuclear GR-EGFP	Dynein cargo inh cell count	GPR55 beta-arrestin
CC(C)C[C@@H](CSc1ccc(Br)cc1)N1CCN(C)CCC1=O	-76%	1%	-0.1%	10%	0%	9%	8%	-0.24	-0.71	-0.065	0.55	-0.1%
O=C1NC(=Nc2ccccc2)S/C1=C/c1cccs1	-46%	0%	0.9%	12%	-20%	3%	-38%	1	-0.13	0.44	-0.059	-0.4%
Cc1c(N=Cc2ccc[nH]2)c(=O)n(-c2ccccc2)n1C	15%	5%	5.3%	7%	7%	-4%	0%	-0.45	-0.19	-0.29	0.54	-0.2%
Cc1nc2ccc(S(=O)(=O)NCC(=O)NC(C)c3ccccc3)cc2s1 (stereo not drawn)	23%	5%	7.9%	-3%	-16%	-1%	12%	-0.64	-0.31	-0.43	0.81	0.1%
O=C(NNC(=O)c1ccncc1)Nc1ccccc1	-2%	/	-3.7%	/	-31%	-3%	10%	/	/	/	/	-0.1%
CC(C)CCNC(=O)c1c[nH]c2ccc(S(=O)(=O)N3CCOCC3)cc2c1=O	19%	/	-1.4%	/	-13%	3%	-35%	/	/	/	/	-0.1%
Cc1c(/C=N/NC(=O)C2(O)c3ccccc3-c3ccccc32)cnn1C	-10%	7%	-2.6%	8%	-16%	-4%	-1%	0.068	-0.18	-0.044	-0.91	0.2%
c1ccc(-c2cc3ccccc3[nH]2)cc1	0%	/	0.2%	/	-17%	4%	-59%[20 µM]	/	/	/	/	-0.1%
COc1cc(-c2n[nH]c(=S)n2C(C)c2ccccc2)cc(OC)c1OC (stereo not drawn)	3%	/	4.9%	/	-2%	-33%	-17%	/	/	/	/	0.0%
Cc1ccc(Cl)c(OC(=O)c2ccc(N3CCOCC3)c([N+](=O)[O-])c2)c1	18%	2%	-4.3%	-5%	0%	7%	19%	0.26	-0.21	0.64	-1.5	-0.2%
Cn1ccc(C(=O)N/N=C/c2c[nH]c3ccccc23)n1	-38%	/	-4.6%	/	-39%	6%	-4%	/	/	/	/	-0.2%
COc1ccc(C)cc1NS(=O)(=O)c1ccc2c(c1)NC(=O)C(C)S2 (stereo not drawn)	-46%	/	-6.3%	/	29%	9%	34%	/	/	/	/	0.6%
O=c1c2ccccc2nc(SCc2ccccc2)n1CC1CCCO1 (stereo not drawn)	2%	1%	-1.1%	9%	-3%	0%	1%	0.073	-0.75	-0.27	-0.19	-0.1%
O=C(O)C1=C[C@H](c2cccs2)C[C@H](OCCCCO)O1	4%	5%	-3.0%	-6%	-2%	17%	28%	-0.61	-0.75	-0.22	0.2	-0.1%
O=C(NC(=S)Nc1ccccc1N1CCCC1)c1ccco1	-20%	11%	2.9%	9%	-8%	-11%	-7%	0.65	-0.29	-0.042	-0.12	0.0%
CC(C)Cc1nn2c(=O)cc(COc3ccc(NC(=O)c4ccco4)cc3)nc2s1	20%	/	2.2%	/	-8%	7%	-19%	/	/	/	/	0.3%
Cc1ccc(Oc2nc3ccccc3n3c(C)nnc23)c(C)c1	10%	0%	-2.2%	2%	-3%	18%	2%	-1.9	-0.18	-0.13	0.85	0.2%
Cc1nc(N)sc1-c1csc(Nc2ccc(S(N)(=O)=O)cc2)n1	-2%	/	1.8%	/	12%	-7%	-6%	/	/	/	/	-0.2%
CC(C)CC(C(=O)NC1CCCC1)N(Cc1cccs1)C(=O)c1snc(C(N)=O)c1N (stereo not drawn)	-20%	14%	-3.0%	19%	15%	10%	3%	0.16	-0.14	0.33	1	-0.3%
C=CCN1CCN(C(c2ccc(OC)c(OC)c2)c2nnnn2C(C)(C)C)CC1 (stereo not drawn)	-5%	3%	3.2%	-6%	12%	5%	-17%	-0.84	-0.24	-0.17	0.69	0.2%
CCn1c(SCC(=O)c2[nH]c(C)c(C(C)=O)c2C)nnc1-c1ccncc1	7%	6%	-0.1%	5%	-17%	5%	-4%	4.2	-0.08	4.2	-2.6	-0.1%
Cc1ccc(CS(=O)(=O)CCC(=O)NCCCN2CCCC2)cc1	2%	-3%	2.2%	8%	-6%	0%	4%	0.45	-0.12	0.24	-0.17	-0.1%
CC1(CCc2ccccc2)NC(=O)N(Cc2nnc(-c3ccccc3Br)o2)C1=O (stereo not drawn)	15%	6%	-1.4%	14%	20%	5%	16%	-1.2	-0.11	-0.37	0.67	-0.1%
O=c1c2ccccc2cnn1-c1ccc2ccccc2c1	-154%	7%	-0.6%	11%	-42%	8%	-5%	-0.71	-0.24	-0.024	1.6	-0.1%
CCOCCCNC(=O)C1CCN(Cc2ccc(OCc3ccccc3)c(OC)c2)CC1	-1%	/	2.4%	/	4%	11%	-28%[20 µM]	/	/	/	/	-0.2%
